# Compound activity: PubChem, several laboratories
# PTPN22 inh 2 = inhibitors of human LYP (PTPN22) phosphatase | AID 640 | recombinant LYP catalytic domain, DiFMUP fluorescence | inhibition, % at 2 µM | 96,000 compounds, 0.21% hits;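 active = inhibition at 2 µM at or above a set limit, the screen mean plus 3 SD, cut at about 24% in these data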;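 also: 0% = DMSO with enzyme and 100% = enzyme fully blocked by orthovanadate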
# FAK inh = inhibitors of human focal adhesion kinase | biochemical FAK kinase activity assay | inhibition, %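 (tested at 7 µM)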 | 97,000 compounds, 0.84% hits | AID 727; in the data active = inhibition above about 19%;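 also: 0% = DMSO and 100% = reference compound high control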
# Pyk2 oligo antag = Pyk2 (human) oligomerization antagonism | 99,000 compounds, 0.83% hits | Q293 cells, Pyk2 FERM NanoBiT luminescence; active compounds read low | AID 1347419 | z-score (the deposit names both 25 µM and 10 µM);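 active = Z-score of -3 or lower, scaled per plate to the spread of control and sample wells; inactive = z-score above -3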;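 also: negative z-score means lost luminescence so less FERM oligomerization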
# PLK1 kinase inh = blocks human PLK1 kinase activity; inhibition, % at 10 µM; recombinant PLK1 kinase, TR-FRET peptide phosphorylation; P53350; 97,000 compounds, 0.53% hits;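 active = inhibition of 50% or more in the single-concentration screen; inactive = inhibition below 50%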;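 also: 0% = DMSO max control and 100% = H-89 dihydrochloride min control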
# Target sequence (P53350 whole entry, looked up): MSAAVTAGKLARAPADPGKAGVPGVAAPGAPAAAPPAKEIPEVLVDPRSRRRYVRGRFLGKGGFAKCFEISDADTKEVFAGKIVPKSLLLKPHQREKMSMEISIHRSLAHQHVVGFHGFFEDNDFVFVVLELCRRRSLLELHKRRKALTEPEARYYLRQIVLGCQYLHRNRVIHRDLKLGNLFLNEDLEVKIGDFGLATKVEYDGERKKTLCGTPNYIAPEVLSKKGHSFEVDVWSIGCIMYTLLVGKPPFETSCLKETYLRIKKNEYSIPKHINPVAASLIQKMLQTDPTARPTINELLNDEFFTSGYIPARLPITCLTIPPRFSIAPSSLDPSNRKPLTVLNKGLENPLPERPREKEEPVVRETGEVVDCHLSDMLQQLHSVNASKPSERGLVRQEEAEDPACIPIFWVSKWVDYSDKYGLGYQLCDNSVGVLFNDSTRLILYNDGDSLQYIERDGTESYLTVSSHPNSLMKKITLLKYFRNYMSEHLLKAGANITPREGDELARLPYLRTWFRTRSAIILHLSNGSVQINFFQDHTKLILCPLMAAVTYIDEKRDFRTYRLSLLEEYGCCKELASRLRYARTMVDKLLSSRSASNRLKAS
# F-actin modifier = alters cytoskeleton assembly in HUVEC cells | HUVEC TNFa F-actin phalloidin imaging, high content | inhibition, % at 2 µM | 91,000 compounds, 0.18% hits;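 active = inhibition above the batch mean plus 3 SD and confirmed as a hit by visual image inspection, cut at about 30% in these data, passing the limit was not always enough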; also: strong numbers were not always called active
# PTPN22 act = increases human PTPN22 phosphatase activity | Q9Y2R2 | recombinant LYP, DiFMUP fluorescence; 0 = plate median, 100 = signal doubled | activation, % at 2 µM | 96,000 compounds, 0.11% hits | AID 697;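 active = activation at 2 µM above a set limit, the mean plus 5 SD, cut at about 37% in these data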
# EphB4 ephrin blk = blocks human EphB4 binding to ephrin-B2; P54760; EphB4 LBD / TNYL-RAW-Alexa532 peptide, fluorescence polarization; inhibition, % at 7 µM; 97,000 compounds, 0.15% hits;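 active = inhibition above the screen-wide mean inhibition plus 3 SD, cut at about 15% in these data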;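 also: 0% = DMSO wells and 100% = excess unlabeled TNYL-RAW peptide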
# Rev-RRE block = HIV Rev-RRE protein-RNA interaction inhibition; AID 704; 97,000 compounds, 0.79% hits; inhibition, % at 8 µM; Rev peptide-RRE RNA binding, FRET;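 active = inhibition above the screen-wide mean plus 3 SD, cut at about 35% in these data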;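 also: 0% = median DMSO wells and 100% = median Neomycin B control wells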
# Target sequence (P05866 whole entry, looked up): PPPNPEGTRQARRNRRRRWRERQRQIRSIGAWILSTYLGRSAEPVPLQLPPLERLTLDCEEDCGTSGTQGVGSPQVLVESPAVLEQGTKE
#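 assay system = Cy5-tagged RRE RNA duplex with fluorescein-tagged Rev peptide | incubation = 5 + 15 min at 25 °C | also added = labelled Rev peptide | measure = % inhibition of FRET ratio versus controls | benchmarks = DMSO wells as 0% and neomycin B wells as 100% inhibition | measured by = FRET fluorescence readout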
# PLK1 PBD inh = blocks phosphopeptide binding to human Plk1 polo box domain. Plk1 PBD phosphopeptide binding, fluorescence polarization. 97,000 compounds, 0.13% hits. inhibition, %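 (tested at about 20 µM)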. P53350; in the data active = inhibition above about 34%, passing the limit was not always enough
# Numbers without * were called inactive; . = not tested or not shown.
SMILES,PTPN22 inh 2,FAK inh,Pyk2 oligo antag,PLK1 kinase inh,F-actin modifier,PTPN22 act,EphB4 ephrin blk,Rev-RRE block,PLK1 PBD inh
CCOC(=O)C(/C=C(\C#N)C(=O)OCC)=C(/N)N1CCN(c2c(C)cccc2C)CC1,-7,1,1.1,-2,10,8,-4,6,-3
CC(C)CSc1nc2c(=O)[nH][nH]c(=O)c2n1Cc1ccccc1,-10,-1,1,-7,6,10,0,5,-18
Cc1cc(NC(=O)CSc2nc3cc(Cl)ccc3s2)no1,-14,1,1.1,-18,0,16,-2,11,14
COc1ccc(S(=O)(=O)N2CCC(C(=O)Nc3cccc(C(C)=O)c3)CC2)cc1C,3,0,-0.54,-3,13,-4,2,7,18
CCCCCn1c(N2CCN(c3cccc(Cl)c3)CC2)nc2c1c(=O)[nH]c(=O)n2C,13,-8,0.39,4,37,-16,6,4,-20
Cc1cc(Cl)c(S(=O)(=O)Nc2ccc(Cl)cn2)cc1OCC(N)=O,-7,8,-0.44,-19,-9,6,-1,4,-17
CC1(c2ccc3noc(-c4ccc(Cl)cc4)c3c2)OCCO1,5,3,-0.18,-13,17,-6,-4,14,-4
CC(C)Cc1nnc(NC(=O)CSc2ccccn2)s1,2,-2,0.01,-6,4,-2,-3,8,8
CCCCCc1c(O)c2ccccc2[nH]c1=O,16,10,-0.37,-10,-7,-13,10,10,1
CC1CC2=C(NC(=S)NC2c2ccc(F)cc2)/C(=C/c2ccc(F)cc2)C1 (stereo not given),16,-1,-0.67,-1,9,-12,5,-6,-27
Cc1nn(-c2ccc3nnc(Br)n3n2)c(C)c1Br,2,-2,.,-8,12,0,-9,-1,-11
COc1cccc(C2CC(c3c(Cl)cccc3Cl)n3nc(N)nc3N2)c1 (stereo not given),-6,2,.,-4,6,4,-9,-2,10
CCOC(=O)Cc1c(C)nc2c(C#N)c[nH]n2c1=O,1,-1,-0.53,27,8,4,5,10,-8
CN(CC(=O)Nc1cccnc1)S(=O)(=O)c1ccccc1,10,0,0.08,-9,2,-11,1,-1,-19
CC1CC(C)CN(C(=O)CN2CCN(Cc3ccc(Cl)cc3)C2=O)C1 (stereo not given),3,-2,-0.25,-6,10,-3,3,10,-26
CO/N=C/c1ccc(N2CCN(C(=O)c3ccc(C)cc3)CC2)c([N+](=O)[O-])c1,10,3,-0.22,-8,-10,-6,9,11,-3
CCN(CC)c1nc(C)c2c(c1C#N)CC(C)(C)OC2,6,1,0.21,-13,7,-7,-1,5,11
COC(=O)C1C(=O)c2c([nH]c(C(=O)OCCOC(C)C)c2C)CC1C (stereo not given),0,0,.,-29,2,2,0,4,20
COc1ccc(S(=O)(=O)N2CC(O)CC2C(=O)OCC(=O)Nc2ccc(Cl)cn2)cc1 (stereo not given),5,-6,2.4,-1,4,-8,-11,-5,-3
COc1ccc(Cl)cc1N1Cc2ccccc2C1,4,2,-1.1,-6,13,-5,1,7,2

# Structural class, the compounds so far with a cyano group
SMILES,PTPN22 inh 2,FAK inh,Pyk2 oligo antag,PLK1 kinase inh,F-actin modifier,PTPN22 act,EphB4 ephrin blk,Rev-RRE block,PLK1 PBD inh
CCOC(=O)C(/C=C(\C#N)C(=O)OCC)=C(/N)N1CCN(c2c(C)cccc2C)CC1,-7,1,1.1,-2,10,8,-4,6,-3
CCOC(=O)Cc1c(C)nc2c(C#N)c[nH]n2c1=O,1,-1,-0.53,27,8,4,5,10,-8
CCN(CC)c1nc(C)c2c(c1C#N)CC(C)(C)OC2,6,1,0.21,-13,7,-7,-1,5,11

# Following part
SMILES,PTPN22 inh 2,FAK inh,Pyk2 oligo antag,PLK1 kinase inh,F-actin modifier,PTPN22 act,EphB4 ephrin blk,Rev-RRE block,PLK1 PBD inh
COc1ccccc1NC(=O)CCn1cccc1,7,0,0.68,-4,-4,-7,-2,5,-9
Cn1nnc2cc(NC(=O)N3CCN(c4ccccn4)CC3)ccc21,-7,-1,-1.1,-13,0,7,2,2,-2
Cc1ccc(CNS(=O)(=O)NCc2ccccc2)cc1,-1,-3,0.98,-3,.,2,8,3,8
CC1CCN(C(=O)c2ccc(S(=O)(=O)N(C)C)cc2)C(C)C1 (stereo not given),1,1,-0.17,-4,.,2,1,4,12
O=C1C2(c3ccccc3)CN(CCO)CC1(c1ccccc1)CN(CCO)C2,-11,0,0.95,-15,-9,11,1,0,20
CCCOc1ccc(N2C(=O)CC(S/C(N)=N/N=C(\C)c3cccs3)C2=O)cc1 (stereo not given),10,-5,1.7,-10,19,-5,-9,3,-1
OCCN1CCN(CC(O)COc2ccc(-c3ccccc3)cc2)CC1 (stereo not given),8,-1,-0.77,-1,-14,-6,0,2,5
COc1ccc(N2C(=O)CC(Sc3ncn[nH]3)C2=O)c(OC)c1 (stereo not given),3,1,0.87,-1,27,-4,1,6,0
CC1COC2C(O1)N(S(C)(=O)=O)CCN2S(C)(=O)=O (stereo not given),-18,-1,1.5,1,.,14,-8,3,7
CN(Cc1nc2ccccc2n1C)S(C)(=O)=O,-16,-3,0.98,-13,5,15,-7,5,-5
CCOC(=O)N1CCC(NC(=O)C(CC(C)C)NC(=O)C2CCC(C)CC2)CC1 (stereo not given),-6,3,-0.03,-5,0,7,2,1,14
CCOc1ccccc1-n1c(SCC(N)=O)nc2ccccc2c1=O,-5,0,-0.68,-9,-16,4,-7,2,-12
CCOC(=O)/N=C(/NC(=O)Nc1ccc(C(=O)OCC)cc1)OC,8,2,1.2,-7,12,-4,-1,7,2
O=C(Nc1ccc2c(c1)OCO2)N1CCN(c2cccc(C(F)(F)F)c2)CC1,-5,-1,0.78,-7,-4,4,-4,12,7
COc1ccc(Cl)cc1C(=O)NCC#N,5,-6,0.16,1,-48,-2,4,5,-14
CCOc1ccc2nc(SCC(=O)c3ccc(C)s3)sc2c1,-9,-1,0.72,-22,-10,7,-2,7,-8
CC1CCN(C(=O)CSc2nnc(-c3ccco3)o2)CC1,-20,2,.,5,11,18,-3,-1,-6
O=C(c1ccccc1)c1ccc(OCC(O)CN2CCOCC2)cc1 (stereo not given),5,0,0.53,-14,.,-6,-5,8,1
COC(=O)c1cc(COc2ccc3oc(C)c(C(=O)OC(C)C)c3c2)c(C)o1,-7,3,-0.1,-5,11,9,6,9,33
O=S(=O)(c1ccc(Cl)s1)N1CCN(C/C=C/c2ccccc2)CC1,2,-1,0.64,-4,-54,-2,-9,9,-17
Cc1nc2cc(NC(=O)N3c4ccccc4CC3C)ccc2n1C (stereo not given),0,0,-0.03,-6,57,-1,4,6,9
Cc1ccc(C(=O)N/C(=C/c2ccco2)C(=O)NCCc2c[nH]c3ccccc23)cc1C,6,4,-0.26,0,-7,-3,-5,0,13
Cc1ccc(N=C2NC(=O)CS2)cc1,5,-2,0.17,-8,3,-5,4,6,8
COC(=O)c1cccc(NC(=O)CSc2ncn[nH]2)c1,8,-1,1.9,-15,16,-5,5,12,4
CN1CCN(C(=O)C23CC4CC(CC(C4)C2)C3)CC1,-1,-2,.,-11,-10,1,-5,1,-8
COc1ccc(CN=CC2=C(O)CNC2=O)cc1OC,-13,-1,0.84,8,20,9,-15,-1,8
OC(CNCC(c1ccco1)N1CCCCC1)c1ccccc1 (stereo not given),12,1,0.5,-7,2,-14,5,1,20
COC(=O)Nc1ccc2c(c1)ncn2C1CCCCC1,-9,3,-0.5,-1,-10,8,-2,1,-36
COc1ccc(C2C3=C(N=C4SCC(=O)N42)c2ccccc2CC3)cc1OC (stereo not given),1,1,-0.55,-10,-18,1,-2,-5,-24
COc1cc(/C=C(/C#N)c2nc3ccccc3[nH]2)ccc1OCC(=O)Nc1ccccc1C,0,14,-0.58,-15,0,3,4,0,12
O=C(c1ccc2c(c1)OCCO2)C1CCN(C(=O)c2ccc(F)c(F)c2)CC1,1,-4,-0.91,9,38,-3,1,6,-19
COc1ccc(CC(=O)NCc2cn3ccsc3n2)cc1,7,-7,0.44,4,-16,-9,11,0,-5
Cc1nnc(NC(=O)CC(CN(C)S(=O)(=O)c2ccccc2)c2ccccc2)s1 (stereo not given),3,10,.,-5,3,-7,4,11,-16
Cc1nnc(SCC(=O)N2CCN(Cc3ccccc3)CC2)s1,-1,3,-0.28,-1,4,3,0,6,7
C/C(=N\NC(=O)C1COc2ccccc2O1)c1ccc(C)o1 (stereo not given),-3,1,-0.15,-8,-1,3,2,-2,6
CCOC(=O)c1[nH]c2ccc(OC)cc2c1NC(=O)c1nonc1C,-8,-4,-0.92,-6,-48,5,-5,2,-16
Cc1cc(NC(=O)CSc2nc3ccc(Cl)cc3[nH]2)no1,-12,1,-1.1,50*,7,12,1,1,10
O=C(COC(=O)c1ccccn1)Nc1cccc(Cl)c1Cl,9,-1,0.61,-10,16,-7,-5,0,-2
O=C(COc1ccccc1Cl)Nn1cnnc1,-3,1,0.59,-8,-7,0,0,3,5
CCOC(=O)/C(=C\c1ccc([N+](=O)[O-])o1)NC(=O)c1ccccc1,-2,1,0.49,-42,9,3,-4,27,14

# Looked up above:
# Entry of `Cc1cc(NC(=O)CSc2nc3ccc(Cl)cc3[nH]2)no1` in PLK1 kinase inh: 50*
# Entry of `O=C(COC(=O)c1ccccn1)Nc1cccc(Cl)c1Cl` in Rev-RRE block: 0

# Going on with the list:
SMILES,PTPN22 inh 2,FAK inh,Pyk2 oligo antag,PLK1 kinase inh,F-actin modifier,PTPN22 act,EphB4 ephrin blk,Rev-RRE block,PLK1 PBD inh
COCCn1c(C)cc(C(=O)CSc2nnc3scc(-c4ccc(Cl)cc4)n23)c1C,5,-3,.,-8,7,-2,-4,3,24
C=CCC(C=C)S(=O)(=O)c1ccc(C)cc1 (stereo not given),6,1,-0.69,-14,-12,-3,1,5,3
COc1ccc(-n2ncc3c(NCC4CCCO4)ncnc32)cc1 (stereo not given),7,-9,-0.77,0,3,-4,3,-1,3
CCSc1nc(=S)n(-c2ccccc2)c(C)c1C(C)=O,10,-3,0.15,-7,17,-8,-2,0,17
CCOC(=O)N1CCC(NC(=O)c2ccc3nc4ccccc4c(=O)n3c2)CC1,-2,-1,.,-15,21,6,1,2,-10
O=C(c1ccccc1)c1nn(-c2ccccc2)c2nnc(Cc3ccccc3)c(=O)n12,-8,5,-2.1,-17,-13,7,-5,1,28
Cc1cc(/C=N/Nc2ccc([N+](=O)[O-])cn2)c(C)n1-c1ccccc1,-1,8,-0.8,-5,9,3,0,11,23
Cc1nc(N)c(C#N)c(-c2cccnc2)c1C,7,-6,-1.2,9,-6,-4,2,3,16
CN(CC(=O)Nc1ccc(S(N)(=O)=O)cc1)c1ccccc1,-6,-2,0.54,-9,21,7,11,10,-9
O=S(=O)(c1cccc(-c2nnc(SCc3ccc(Cl)cc3)o2)c1)N1CCCCC1,19,4,-0.08,-6,15,-19,3,18,1
CCOC(=O)c1ccc(NC(=O)CSc2nnc(CNC(=O)c3c(F)cccc3Cl)o2)cc1,-5,1,2,-1,4,6,4,5,-8
COC(=O)c1ccc(COc2ccc(/C=C(\C#N)c3nc4ccccc4[nH]3)cc2OC)o1,6,56*,-2.2,-8,0,-1,1,3,-12
N=c1sccn1CC(=O)Nc1cccc2ccccc12,7,-1,-0.8,1,1,-5,0,7,-3
CNC(=O)CSc1nc2c(c(=O)n(C)c(=O)n2C)n1Cc1ccc(C)cc1,-3,-2,0.16,-11,8,0,3,5,-3
CC(=O)/C(C#N)=C1\NC(=O)C(Cc2ccc(C)c(C)c2)S1 (stereo not given),-7,3,-0.67,-18,5,4,0,11,-7
Cc1nn(Cc2ccccc2)c2c1C(c1cccnc1)C(C#N)=C(N)O2 (stereo not given),5,0,-0.34,-10,-6,-6,-6,-3,43
COc1ccc(C2C=C(c3ccc(C)cc3)Nc3ncnn32)cc1 (stereo not given),-2,3,-1,-11,-21,-1,-1,56*,1
Cc1ccn2cc(CCNC(=O)CC(C)(C)C)nc2c1,5,4,-0.4,-6,-12,-2,4,4,8
CC(C(=O)Nc1ccc(Cl)cc1)c1ncc(C(F)(F)F)cc1Cl (stereo not given),-8,7,-1.4,-3,-1,6,5,7,6
